Screens as filed in PubChem.
Platelet DG rel: platelet dense granule release activity; human platelet-rich plasma, SFLLRN dense granule ATP release, luminescence; inhibition, %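 (compounds screened at 7.5 µM in platelet-rich plasma)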; 300,000 tested, 0.22% active;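 active means mean replicate score, as percent of positive control, at or above 50; inconclusive means mean below 50 but at least one replicate at or above 50; inactive means mean and every replicate below 50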
HSF1 activator: increases HSF-1 driven luciferase reporter signal. 300,000 tested, 1.7% active. activation, % at 9 µM. AID 504408. NIH3T3-HGL HSF-1 luciferase reporter, MG132, 8 h; 100% = twice DMSO control signal;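 active means mean replicate activation of at least 50% with a set share of replicates each reaching 50%; inconclusive means only one of those two conditions met; inactive means mean below 50% and too few replicates reaching it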;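 further: 0% = median of the neutral control wells and 100% = twice that signal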
GSK3B inh: inhibitors of human GSK3beta kinase | 300,000 tested, 0.038% active | P49841 | GST-GSK3beta kinase, ADP-Glo luminescence, 60 min; hits give low values | activity score (negative = inhibition), % at 10 µM;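 active means more than half of replicate wells score below -50%, meaning over 50% inhibition versus plate controls; inconclusive means some replicates but at most half score below -50%; inactive means no replicate scores below -50%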;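 further: 0% = median DMSO wells and -100% = median GW8510 positive control wells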
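Test system: GST-fused GSK3beta enzyme, cell-free | Quantity: 1.6 ng GST-GSK3beta enzyme per well | Reagent: 25 µM ATP with peptide substrate | Schedule: 60 min enzyme reaction, room temperature | Signal: Luminescent ADP-Glo measurement of ADP formed | Read-out basis: Score relative to plate controls | Control set: DMSO and 20 µM GW8510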
HSP90 inh: inhibitors of HSP90 luciferase refolding in rabbit reticulocyte lysate; luciferase refolding luminescence, 3 h; inhibition, % at 5.6 µM; 290,000 tested, 0.91% active;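 active means inhibition above the screen-wide mean plus 3 SD, computed separately per campaign, cut at about 16% in these data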;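 further: 0% = DMSO wells and 100% = 60 µM geldanamycin wells; inhibitors lower the luminescence because luciferase stays unfolded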
AI-2 QS mod: Vibrio harveyi AI-2 quorum sensing modulation; Vibrio harveyi JMH597 AI-2 luminescence/OD600 ratio, 9 h; hits give low values; strain lacks LuxN and CqsS sensors; 0 = neutral-control median; 300,000 tested, 0.4% active; activity change, % at 7.5 µM; in the data active means activity change below about -75%, passing the limit was not always enough; inconclusive means no clear call, values can overlap the other calls;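 further: luminescence divided by OD600 gain over 9 h not by final OD600 alone; inactives centre near 13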
PolyA inh: yeast polyadenylation inhibition. calls only at 12 µM. AID 1875. 300,000 tested, 0.02% active. S. cerevisiae SKY197-pL101 polyadenylation reporter, beta-gal luminescence; efflux-impaired pdr1/pdr3 knockout yeast; score 100 = 6 SD above DMSO;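 active means lowest replicate activity score at least 50, where 100 means six control SD above control mean; inconclusive means lowest score under 50 but half or more replicates reach 50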;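 further: yeast exposed to compound for 9 h at 30 °C; higher score means more reporter readthrough which indicates perturbed polyadenylation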
HDAC3 inh: human HDAC3 inhibition | inhibition, % at 8.3 µM | recombinant HDAC3, fluorogenic peptide/trypsin coupled, fluorescence | AID 2718 | O15379 | 320,000 tested, 0.15% active; in the data active means inhibition above about 26%, passing the limit was not always enough; inconclusive means no clear call, values can overlap the other calls
Target sequence (O15379 whole entry, looked up): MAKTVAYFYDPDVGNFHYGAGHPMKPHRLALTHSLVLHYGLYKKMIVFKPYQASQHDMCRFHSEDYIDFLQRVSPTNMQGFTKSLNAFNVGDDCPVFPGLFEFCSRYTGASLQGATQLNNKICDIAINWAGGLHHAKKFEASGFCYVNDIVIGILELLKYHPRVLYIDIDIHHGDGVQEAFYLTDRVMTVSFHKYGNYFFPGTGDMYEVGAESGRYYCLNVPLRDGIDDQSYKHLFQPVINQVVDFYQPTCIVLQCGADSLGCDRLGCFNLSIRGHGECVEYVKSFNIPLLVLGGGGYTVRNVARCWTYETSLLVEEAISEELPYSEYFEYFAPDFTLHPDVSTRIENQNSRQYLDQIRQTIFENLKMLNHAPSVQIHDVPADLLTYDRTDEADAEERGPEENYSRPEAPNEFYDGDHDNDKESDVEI
DYRK1A inh: inhibitors of rat Dyrk1A kinase | ADP-Glo luminescence, NFATc1 peptide | inhibition, % at 12.5 µM | 310,000 tested, 0.43% active | AID 504441; in the data active means inhibition above about 50%;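 further: plate controls were vehicle with enzyme for no effect and no enzyme for full effect; many of its hits are not listed in these tables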
GSK3 alpha inh: human GSK-3 alpha kinase inhibition; P49840; ADP-Glo luminescence, 60 min; inhibition, % at 10 µM; 320,000 tested, 0.1% active;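 in the data active means inhibition above about 50%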;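 further: GST-tagged GSK-3 alpha with peptide substrate and 25 µM ATP; 0% = DMSO neutral wells and 100% = GW8510 positive control wells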
Target sequence (P49840 whole entry, looked up): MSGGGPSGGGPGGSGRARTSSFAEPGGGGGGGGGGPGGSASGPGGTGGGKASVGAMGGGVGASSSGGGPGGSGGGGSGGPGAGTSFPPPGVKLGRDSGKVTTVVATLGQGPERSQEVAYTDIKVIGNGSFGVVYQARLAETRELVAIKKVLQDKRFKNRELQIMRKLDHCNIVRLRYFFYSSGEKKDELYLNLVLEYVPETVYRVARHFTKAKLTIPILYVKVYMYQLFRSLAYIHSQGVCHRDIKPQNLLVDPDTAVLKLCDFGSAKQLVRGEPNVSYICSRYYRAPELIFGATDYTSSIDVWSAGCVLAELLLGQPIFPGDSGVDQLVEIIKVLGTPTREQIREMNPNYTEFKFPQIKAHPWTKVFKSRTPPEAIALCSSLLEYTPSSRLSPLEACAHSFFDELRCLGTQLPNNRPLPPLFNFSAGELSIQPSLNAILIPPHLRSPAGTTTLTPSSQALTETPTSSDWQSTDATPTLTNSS
HSF1 inh: HSF1 inhibition. NIH3T3-HGL HSE-luciferase, MG132-induced, luminescence 8 h; hits give low values. activity change, negative = inhibition, % at 7.5 µM (by protocol). 300,000 tested, 0.77% active;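 active means more than half of replicate wells show activity change below -50%, luminescence cut by over half; inconclusive means some wells, but at most half, below -50%; inactive means no replicate well below -50%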;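 further: luciferase reports HSF-1 transcriptional activity via heat shock element; 0% = median of DMSO wells and -100% = zero luminescence signal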
The depositor's hits bear a star; i = inactive; ? = inconclusive; nt = no result given. Some of the compounds tested; count on the stated rates, not on these rows.

Platelet DG rel,HSF1 activator,GSK3B inh,HSP90 inh,AI-2 QS mod,PolyA inh,HDAC3 inh,DYRK1A inh,GSK3 alpha inh,HSF1 inh,Compound
-4.3,8.5,3.9,2.4,16.4,i,-0.1,-2.7,-3.7,3.2,C/C=C/Cn1c(SCc2ccc(C)cc2)nc2c1c(=O)[nH]c(=O)n2C
0.5,0.6,-4.2,-0.7,-3.6,i,-1.1,-3.2,-4.1,-6.3,Cc1cccc(C)c1OCC(=O)NC(Cc1c[nH]c2ccccc12)C(=O)O (stereo not drawn)
-0.8,-6.0,-4.2,0.5,11.7,i,2.9,nt,1.2,-7.6,COc1ccc(C(=O)NCCOC(C)C)cc1OC1CCN(C(C)=O)CC1
7.7,-44.3,-4.7,-2.4,-26.1,i,1.5,-6.0,-0.4,-35.7,COc1ccc(F)cc1S(=O)(=O)N1CCCN(S(=O)(=O)c2cc(F)ccc2OC)CC1
7.6,-15.7,2.4,0.3,13.8,i,0.7,6.2,-5.3,-6.7,Cc1cccc(OCC(=O)Nc2ccc(S(=O)(=O)Nc3onc(C)c3C)cc2)c1C
nt,nt,nt,-2.3,nt,nt,-11.3,3.6,-1.5,nt,O=C(NCCN1C(=O)CSC1=O)c1ccccc1
-3.2,62.0*,-3.8,-4.2,-10.9,i,-1.3,13.5,-5.6,17.4,Oc1ccc(-c2cccc(-c3ccc(O)cc3)c2)cc1
0.0,3.6,2.0,-4.0,34.5,i,-1.8,-3.6,-3.4,-1.9,COCC1CCN(C(=O)c2cc(COc3ccc(-n4cncn4)cc3)on2)C1 (stereo not drawn)
-0.4,-17.7,9.8,3.6,20.5,i,-4.7,2.4,0.0,-3.2,COc1ccc(Oc2nc(Oc3ccc(OC)cc3)nc(Oc3ccc(OC)cc3)n2)cc1
-11.4,-11.8,2.2,nt,27.8,i,-0.6,-2.8,-1.2,-11.8,COc1cc(O)c(C(CCN2CCCC2)c2ccc(N(C)C)cc2)c(OC)c1 (stereo not drawn)
-5.4,27.8,2.3,nt,26.1,i,0.6,1.9,0.2,3.4,CCN(CC(=O)Nc1c(F)cccc1F)C(=O)c1cnccn1
-1.1,-6.5,-0.5,-0.6,35.1,i,2.8,-1.2,-1.5,0.4,CCCOc1ccc(/C=N/NC(=O)c2ccc3c(c2)OCO3)c(OCCC)c1
-0.1,8.3,-0.4,-1.8,20.1,i,-13.0,-0.1,-0.4,8.0,O=C(NCCc1ccc(Cl)cc1)c1ccc2[nH]c(=O)c(=O)[nH]c2c1
-5.3,36.0,-0.7,2.4,10.6,i,-3.0,-3.8,-1.5,6.1,COc1ccc(C(C(=O)OCCN(C)C)c2ccccc2)cc1 (stereo not drawn)
nt,nt,nt,-0.6,nt,nt,2.7,-5.1,0.6,nt,Cn1cc(C(=O)N2CCN(c3ccccn3)CC2)c(=O)c2cc(S(=O)(=O)N3CCOCC3)ccc21
-5.3,5.2,-0.3,-0.9,0.7,i,5.5,0.5,-1.2,-8.4,O=C(NCc1ccco1)C(c1ccncc1)N(C(=O)Cn1nnc2ccccc21)c1ccccc1 (stereo not drawn)
-0.7,-5.9,1.4,0.2,1.8,i,6.4,-2.3,0.7,0.5,CCN(CC)S(=O)(=O)c1ccc(N2CCCC2)c(NC(=O)Cc2cc(OC)c(OC)c(OC)c2)c1
0.5,-6.3,-1.0,0.9,24.6,i,1.4,-1.7,0.9,-13.1,COCCCNCC(=O)Nc1ccc(OC(F)(F)F)cc1
4.0,41.4,-1.5,1.7,10.4,i,-4.5,0.4,-1.9,22.1,O=C(Nc1ccccn1)c1cc2cc([N+](=O)[O-])ccc2s1
-5.1,-12.0,2.0,-0.2,9.9,i,-4.1,1.0,1.1,-0.7,COCCSc1ccccc1C(=O)Nc1ccccc1C#N
-5.9,35.4,3.2,2.1,7.0,i,5.2,nt,-2.3,12.3,CN(C)S(=O)(=O)c1ccc(NC(=S)NC(=O)c2ccc(Br)o2)cc1
-5.1,37.0,-2.6,-1.4,-4.5,i,1.7,-1.1,-1.8,6.6,Clc1cccc(/C=N/Nc2nc(Cl)nc3ccccc23)c1
-1.7,-85.1,-2.1,2.1,-0.2,i,3.2,-0.6,-0.6,-82.0*,CCCNC(=S)N1CCCC(c2nc3ccccc3[nH]2)C1 (stereo not drawn)
1.4,6.2,1.4,3.7,26.6,i,0.8,nt,-2.0,3.6,O=c1[nH]c2ccccc2nc1C(Cl)c1ccccc1 (stereo not drawn)
-1.1,-5.6,-0.3,2.4,24.6,i,3.8,-3.8,0.0,-3.5,O=C(CCn1[nH]c(=O)c2ccccc2c1=O)NCCO
-8.4,4.7,-2.7,2.1,3.4,i,3.1,-1.0,nt,-7.2,CN(C)CCN1C(=O)C(=O)/C(=C(/O)c2ccc(F)cc2)C1c1ccccc1F (stereo not drawn)
1.3,-1.2,-0.9,-4.3,10.4,i,8.7,0.2,1.7,1.4,CC(C)Cc1cc(C(=O)N(C)C2CCCN(Cc3ccccc3F)C2)n(C)n1 (stereo not drawn)
1.7,-18.8,1.8,nt,17.5,i,-3.2,5.7,0.7,-2.4,COCCn1c(SC(C)C(=O)Nc2ccc(N3CCOCC3)cc2)nnc1-c1ccncc1 (stereo not drawn)
-7.0,15.6,-3.4,nt,19.4,nt,-2.1,16.8,4.2,-3.2,O=C(CSc1nc2[nH]ncc2c(=O)[nH]1)Nc1ccc(OC(F)(F)F)cc1
-5.2,0.3,5.6,2.5,3.7,i,?,0.0,-4.1,9.0,COc1ccc(/C=C/C(=O)N2CCC(c3ccccc3)C2)cc1 (stereo not drawn)
-0.3,3.7,-0.4,-1.9,12.3,i,6.8,-4.5,1.5,9.8,Cc1ccc(S(=O)(=O)N2CCN(C)CC2)c2nsnc12
10.0,-12.8,-1.7,2.3,14.2,i,-1.9,-2.4,-2.4,-10.0,CCOC(=O)C1CCN(C(=O)CN(Cc2ccccc2)S(C)(=O)=O)CC1
-0.5,-12.5,-1.8,6.1,112.7,i,?,-7.5,2.9,-12.1,COCCn1c(-c2ccc(OC)cc2)cnc1SCC(=O)Nc1cc(C)on1
-3.4,20.4,-0.3,-0.8,9.1,i,nt,-1.4,nt,7.5,CCOC(=O)c1ccccc1NC(=O)CN(c1ccc(OCC)cc1)S(C)(=O)=O
4.5,11.9,-4.0,6.3,-57.3,i,-8.3,4.0,2.8,-4.7,O=C(CN1C(=O)c2ccccc2C1=O)Nc1ccc(Cl)cn1
0.7,4.3,3.1,-4.5,18.7,i,-5.4,3.4,-3.0,3.2,CN1CCCN(C(=O)c2ccc(Br)cc2)CC1
?,2.9,-3.7,0.2,9.6,i,-1.7,-0.6,1.6,3.2,Cc1onc(-c2ccccc2)c1C(=O)N=C(N)c1ccc(Cl)cc1
1.2,1.2,-0.6,-0.8,10.8,i,-1.6,-5.3,-2.9,2.7,CCc1ccc(OCCCC(=O)Nc2ccc(S(=O)(=O)Nc3cc(C)nc(C)n3)cc2)cc1
0.3,19.5,-2.6,-1.1,23.3,i,10.2,8.2,-3.1,7.7,COC(=O)c1ccc2c(=O)n(-c3ccccc3F)c(=S)[nH]c2c1
-4.8,13.2,-0.4,-1.5,11.9,i,2.9,4.6,1.5,2.6,COc1cccc(Oc2ccc(N)cc2)c1
-2.9,2.2,2.9,2.5,4.8,i,0.4,10.4,-1.7,-3.7,CCCCOc1ccccc1NC(=O)CSc1nnnn1C(C)(C)C
-1.0,-49.7,-0.1,-0.7,5.5,i,1.2,-3.7,1.0,-34.1,Cc1ccn2c(NC3CCCCC3)c(C(C)C)nc2c1
-5.8,-5.2,1.3,1.6,6.4,i,14.8,1.4,-1.4,-7.5,COCC(C)NC(=O)COc1ccc(Cl)cc1Cl (stereo not drawn)
4.9,5.5,-3.6,6.5,5.7,i,-5.1,5.0,-1.5,5.5,C#CCNC(=O)C1=C[C@@H](c2csc3ccccc23)[C@H](CCCO)[C@@H](OCC)O1
-10.8,-2.5,0.5,-1.8,28.7,i,-9.4,3.8,0.8,-4.7,COCCCNC(=O)c1cc(C)nc2ccc(F)cc12
-6.1,0.6,2.8,7.6,4.6,i,3.9,1.8,-1.7,4.7,c1ccc(Sc2nc(N3CCCCC3)nc(N3CCCCC3)n2)nc1
1.9,19.7,3.2,-4.1,83.1,i,-2.1,22.1,-2.5,15.1,COc1ccc(O)c(C(=O)CC(=O)c2ccccc2C)c1
11.7,-6.3,-2.1,-4.4,-6.4,i,13.6,5.3,-0.8,-9.4,Cn1nc(C(F)(F)F)cc1C(=O)Nc1ccc(-c2ccno2)cc1
8.5,0.8,-5.9,0.7,17.0,i,5.4,8.2,9.0,0.8,CC(=N\NC(=O)c1ccc([N+](=O)[O-])cc1)/C(=N/O)C(=O)Nc1ccccc1
-0.3,42.9,-1.6,0.1,43.5,i,5.6,10.6,10.8,22.7,O=C1NC(c2ccccc2)=N/C1=C/c1ccco1
-3.0,-0.1,-0.4,3.9,20.7,i,0.0,2.4,-1.4,5.4,Cc1cnc(C(=O)Nc2ccccc2-c2nnn(CC(=O)NC3CCCC3)n2)cn1
1.5,4.7,2.0,-0.9,17.1,i,-2.5,-1.2,0.2,-1.2,C=CCC1C=C(Cc2ccccc2)CC(CC=C)N1 (stereo not drawn)
5.3,-3.2,1.0,-1.2,23.8,i,-2.3,-6.0,-1.3,-6.5,CC(=O)c1cccc(NC(=O)N[C@@H](CC(C)C)C(=O)O)c1
2.8,20.8,-3.6,7.8,4.7,i,1.4,8.9,4.8,4.2,Cc1ccc(C2C(C#N)=C(N)Oc3n[nH]c(-c4cccs4)c32)cc1 (stereo not drawn)
9.7,19.6,-5.2,3.7,6.4,i,1.7,nt,1.0,-0.6,CCn1cc2nc(SCC(=O)Nc3ccc(F)cc3F)n(Cc3ccccc3)c(=O)c2n1
-12.0,22.7,1.0,1.9,23.0,i,-4.0,-4.9,-0.9,2.9,COc1ccccc1CNC(=O)CN(C)S(=O)(=O)c1ccc(F)cc1
0.8,nt,-2.8,3.9,31.1,i,-3.4,-1.3,2.0,nt,CSc1cccc(NC(=S)N(CCC(C)C)C2CCN(C(C)=O)CC2)c1

Some entries already given, reduced to HSP90 inh and HDAC3 inh:
SMILES	HSP90 inh	HDAC3 inh
Cc1ccc(C2C(C#N)=C(N)Oc3n[nH]c(-c4cccs4)c32)cc1 (stereo not drawn)	7.8	1.4
CSc1cccc(NC(=S)N(CCC(C)C)C2CCN(C(C)=O)CC2)c1	3.9	-3.4
